# Lipid storage S3 = qHTS Assay for Lipid Storage Modulators in Drosophila S3 Cells; Drosophila S3 cells, BODIPY lipid droplet fluorescence, 18-24 h; cells fed with added oleic acid; Potency in µM for hits, for the others lipid storage change, negative = inhibition, % at the top dose, mostly 46.1 µM; actives 0.64% (n = 320,000); AID 2685; active = well fitted inhibition curve with a large enough effect in the signal ratio, with a control signal flat, not every such curve was filed as active; inconclusive = small, poorly fitted or top-dose-only effect, or effect the other way, or a change in a side signal; the % refers to the signal ratio
#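 Drosophila S3 cells loaded with oleic acid (400 uM, as added) and compounds at several concentrations; lipid droplets imaged by 488-nm laser-scanning cytometry, 500–530 nm intensity and object ratio to cell channel. Percent activity normalized to 20 uM Triacsin C.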
# Lipid storage S3 cell count max = further read-out of Lipid storage S3, marked with its call; cell number change, %; measured here: cell count max response;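 cells counted by Cell Tracker Red CMTPX staining in the red channel; peak over a dose series mostly up to 46.1 µM; percent activity relative to internal control wells on each plate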
# * marks the source's active call; other numbers are inactive results; i = inactive; u = inconclusive; x = not tested or not shown. % is scaled to controls: 0 for no effect and ±100 for the full control effect; potency is read from the fitted curve at half-maximal effect. Only part of the results is shown; the hit share may differ from the screen's.
mol	Lipid storage S3	Lipid storage S3 cell count max
C=CCNc1nc(Nc2ccccc2F)nc(OCC)n1	2.1%	-1.2
O=C(NCCCCc1ccccc1)Nc1ccc(F)cc1	u	x
Cc1cc(C(=O)CN2C(=O)c3ccccc3S2(=O)=O)c(C)n1C(C)C	u	x
Cn1c(=O)c2[nH]c(-c3ccccc3)nc2n(C)c1=O	-2.9%	7.0
CN1CCc2c(sc(NC(=O)C3CCCCC3)c2C(N)=O)C1	u	x
Cc1ccc(-n2c(SCC(=O)N3CCOCC3)nnc2-c2cccnc2)cc1C	u	x
Cc1ccccc1Nc1nc(N)nc(CSc2ccc(F)cc2)n1	9.9%	3.8
CCCCn1c(SCC(=O)c2ccc3c(c2)OCCO3)nnc1-c1ccoc1C	u	x
CC(C)[C@H](NC(=O)C1CC(=O)N(c2ccc(F)cc2)C1)C(=O)N1CCCCC1 (some centres not stated)	-1.7%	-9.6
COc1ccc(N(CC(=O)N/N=C/c2ccccc2OC)S(=O)(=O)c2ccccc2)cc1	10.7%	8.2

# The results go on.
mol	Lipid storage S3	Lipid storage S3 cell count max
COC(=O)c1ccc(/C=N/n2c(C)nc3ccccc3c2=O)cc1	i	16.9
Cc1ccc(C)c(C(=O)C(C)OC(=O)CN2C(=O)NC3(CC(C)CC(C)(C)C3)C2=O)c1 (configuration not stated)	u	x
C=CCNC(=S)NNC(=O)COc1ccc(Cl)cc1Cl	u	x
CCOC(=O)C(=O)c1c(C)cc2ccccn12	-10.9%	-46.5
CCC(=O)Nc1c2c(nn1-c1cccc(Cl)c1)CS(=O)(=O)C2	i	19.0
CC(C)(C)C(Cn1ccnc1)NC(=O)c1ccc2nc(C3CC3)oc2c1 (configuration not stated)	6.2%	0.7
CCCCNC(=O)Cn1c(-c2ccc(OC)cc2)noc1=O	u	x
COc1ccc(C(O)c2nccn2Cc2ccccc2)cc1OC (configuration not stated)	u	x
O=C(Nc1cc(C(F)(F)F)ccc1N1CCOCC1)c1n[nH]c(=O)c2ccccc12	15.9%	-20.4
COc1cc(COCC(O)CN2C(C)CCCC2C)cc(OC)c1OC (configuration not stated)	u	x

# (continued)
mol	Lipid storage S3	Lipid storage S3 cell count max
Cc1cc(NC(=O)c2n[nH]c(=O)c3ccccc23)ccc1Br	-0.2%	17.3
CCN1CCN(C(=O)c2cc(S(=O)(=O)N3CC(C)CC(C)C3)ccc2Cl)CC1 (configuration not stated)	u	x
CC(C)c1ccc(N2C(=O)CC(Sc3ncccn3)C2=O)cc1 (configuration not stated)	u	x
COc1ccc(CN2CCCC(N3CCN(c4cccc(Cl)c4)CC3)C2)cc1OC (configuration not stated)	u	x
Cc1ccc(S(=O)(=O)N(C)C)cc1NC(=O)CSc1ccc2c(c1)OCCO2	-13.2%	-16.9
CC(=O)c1cccc(NC(=O)COC(=O)COc2ccc(Cl)cc2)c1	u	x
O=S(=O)(Nc1ccc(Cl)cc1)c1ccc(N2CCOCC2)c(NC(=S)NC2CC2)c1	u	x
Cc1cc(C)c(NC(=O)CSc2nnc(Cc3cccn3C)n2-c2ccc(F)cc2)c(C)c1	u	x
CCOc1ccc(C(C)(N)C(=O)O)cc1 (configuration not stated)	u	x
O=C(COC(=O)c1ccc(NS(=O)(=O)c2ccc(Br)s2)cc1)NC1CCCC1	u	x

# More records follow:
mol	Lipid storage S3	Lipid storage S3 cell count max
COCCCN(C(=S)NC(=O)C(C)(C)C)c1c(N)n(Cc2ccccc2)c(=O)[nH]c1=O	-0.4%	-5.0
Cc1ccc(C(=O)/C=C/c2ccc3ncccc3c2)cc1	u	x
Cc1c(C(=O)O)sc2nc(SCC(=O)Nc3ccc(S(=O)(=O)NCCCC(=O)O)cc3)[nH]c(=O)c12	u	x
Cc1ccc(C)c(OCCC(=O)OCC(=O)NCCNC(=O)COC(=O)CCOc2cc(C)ccc2C)c1	u	x
Clc1ccccc1CSC1=NCCN1	u	x
N=C1C(c2ccccc2)=C(O)CN1CCO	0.7%	2.8
O=C(Nc1ccc(-c2n[nH]c(=S)o2)cc1)c1ccccc1	u	x
COc1ccccc1NC(=O)CSc1nnc(CCC(=O)Nc2ccccc2F)n1C	15.3%	x
O=C(CN(Cc1cccs1)C(=O)CN1C(=O)COc2ccccc21)NCc1ccco1	i	-7.0
C=CCOC(=O)/C(=C\C=C\c1ccccc1)NC(=O)c1ccccc1	-1.2%	4.2

# (cont.)
mol	Lipid storage S3	Lipid storage S3 cell count max
O=C(NC1CCSc2ccccc21)c1ccc(Cl)c(S(=O)(=O)N2CCOCC2)c1 (configuration not stated)	u	x
COc1ccc(NS(=O)(=O)c2cccc(C(=O)NCCCN3CCOCC3)c2)cc1	u	x
CCCNC(=O)c1ccccc1NC(=O)c1ccc2c(=O)n3c(nc2c1)CCC3	u	x
CCc1ccc(NC(=S)/N=C(\N)Nc2nc(C)c3cc(CC)ccc3n2)cc1	u	x
Cc1cccc(NC(=O)c2cc(-c3cc(Cl)ccc3O)n[nH]2)c1	9.2%	5.0
Cc1cc(C)n(-c2nc(Nc3ccccc3)nc(-n3nc(C)cc3C)n2)n1	u	x
CCOc1ccc(S(=O)(=O)Nc2cccc(C(=O)N3CCN(C(C)=O)CC3)c2)cc1	u	x
Cc1c(C(=O)NCCO)sc2nc3n(c(=O)c12)CCC3	-1.0%	20.0
CCN(CC)CCN1C(=O)/C(=C\c2ccc(Cl)c([N+](=O)[O-])c2)SC1=Nc1ccc(OC)cc1	u	x
Cn1c(=O)c(=O)n(C)c2cc(S(=O)(=O)CCC(=O)N3CCOCC3)ccc21	11.0%	x

# (continued)
mol	Lipid storage S3	Lipid storage S3 cell count max
COCCNC(=O)c1ccc2c(=O)n(Cc3ccco3)c(SCC(=O)Nc3ccc(OC)cc3OC)nc2c1	u	x
COc1cccc(-c2nnc(NC(=O)C(C)C)o2)c1	i	x
CCCCn1c(N)c(N(Cc2ccccc2OC)C(=O)c2c(CC)noc2C)c(=O)[nH]c1=O	u	x
COc1cccc(NC(=O)CSc2nnc(-c3ccoc3C)n2CC2CCCO2)c1 (configuration not stated)	-7.2%	-20.0
COc1ccc(CCn2c3c(c(=O)[nH]c2=O)C(NC(=O)c2cccs2)(C(F)(F)F)C(=O)N3)cc1OC (configuration not stated)	u	x
O=C1CC(NCc2ccccc2F)C(=O)N1c1ccccc1 (configuration not stated)	-1.0%	-4.4
OC1CCCN(C(=S)Nc2ccc(SC(F)F)cc2)C1 (configuration not stated)	u	x
COc1cc(S(=O)(=O)NC2CCCCC2)ccc1F	u	x
COc1ccccc1NS(=O)(=O)c1ccc(NC(=O)c2nc3ncccn3n2)cc1	i	x
CCCCN(C(=O)c1cc2c(s1)CCCCC2)c1c(N)n(CCC)c(=O)[nH]c1=O	u	x

# The listing continues.
mol	Lipid storage S3	Lipid storage S3 cell count max
Cc1ccc(NCc2nnc(SCC(=O)Nc3ncc(C)s3)n2CC2CCCO2)c(C)c1 (configuration not stated)	-11.3%	-18.8
Nc1cccc(C(=O)O)c1	-10.1%	18.7
COc1ccc(NC(=S)NN2CCOCC2)cc1OC	u	x
O=C(NCCNc1ccc([N+](=O)[O-])cc1Cl)c1ccccc1F	u	x
COc1cc(/C=C/C(=O)OCC(=O)N2CCc3ccccc3C2)ccc1O	i	-4.7
Cc1cc(C(=O)N(C)CC(=O)Nc2ccc(Cl)c(C(F)(F)F)c2)no1	i	x
N#CC1=C(N)OC2=C(C(=O)CCC2)[C@]12C(=O)N(CC(N)=O)c1ccccc12	u	x
CC1(C)C(=O)NCCN1C(=O)CC1C(=O)NCCN1CC(c1ccccc1)c1ccccc1 (configuration not stated)	u	x
NC(=O)C1CCCN(C(=O)Nc2cccc3ccccc23)C1 (configuration not stated)	u	x
O=C(CCSc1nc2cc(Cl)ccc2o1)N1CCOCC1	i	x

# Next section:
mol	Lipid storage S3	Lipid storage S3 cell count max
Cc1ccc2c(c1)C(=NC1CCCCC1)c1cc3ccccc3nc1-2	u	x
CSc1scc2c1-c1nc(SCC(=O)C(C)(C)C)ncc1CC2	u	x
CCC(C)Nc1nc(-c2ccccn2)nc2ccccc12 (configuration not stated)	u	x
Cc1nc2nc(-c3ccccc3)cn2nc1C	u	x
CCOC(=O)c1sc2nccc(N(C)C)c2c1N=CNOC	u	x
Clc1c(-c2ccccc2)nc2ccccn12	u	x
O=C(Cc1cccc2ccccc12)NCCc1ccccc1	24.1%	4.7
O=c1cc(/C=C/c2ccccc2)oc2c1ccc1ccccc12	u	x
O=C(NCC(=O)N1CCN(C(=O)c2ccccc2)CC1)c1ccc(Cl)cc1Cl	u	x
Cc1cccc(OCCCn2c(CCNC(=O)C(C)C)nc3ccccc32)c1	u	x

# Additional results.
mol	Lipid storage S3	Lipid storage S3 cell count max
Cc1nnc(SCC(=O)NC(=O)Nc2ccc3c(c2)OCCO3)n1N	6.4%	-5.7
O=C(CC(c1ccccc1)c1cc(Cl)ccc1O)NCCN1CCOCC1 (configuration not stated)	14.9%	9.5
Cc1ccc(C(=O)OCC(=O)Nc2cc(C(C)(C)C)no2)c(C)c1	u	x
CCn1c(O)c(C#N)c(C)cc1=O	4.3%	2.2
CCn1c(C)nc2cc(S(=O)(=O)C(F)(F)C(F)C(F)(F)F)ccc21 (configuration not stated)	u	x
CCOc1ccc(NC(=O)c2ccc(CSc3nnnn3C)cc2)cc1	u	x
COc1c2c(cc3oc(C)cc(=O)c13)OC(C(C)(C)OC1OC(CO)C(O)C(O)C1O)C2 (configuration not stated)	-1.2%	-6.8
O=C(/C=C/c1ccc(Cl)cc1)NCCCN1CCOCC1	29.3%	14.9
Cc1nn(-c2ccccc2)c(C)c1/C=N/NC(=O)c1cc(O)cc(O)c1	11.4%	15.1
COc1cc2c(cc1OC)C(C(C)C)=NC(C)(C)C2	-0.1%	-2.7

# (more compounds)
mol	Lipid storage S3	Lipid storage S3 cell count max
Cc1ccc(/C=N/N(C)C2=NS(=O)(=O)c3ccccc32)cc1	-1.4%	17.1
Cc1nc(Nc2ccc(F)cc2)[nH]c(=O)c1CCC(C)C	u	x
Fc1cccc(Cc2noc(CN3CCN(C4CCc5ccccc5C4)CC3)n2)c1 (configuration not stated)	14.8%	22.1
CNC(=O)c1cc(C(=O)c2ccc(F)cc2Cl)c[nH]1	-3.1%	2.6
O=C(CCn1c2c(c3ccccc31)CCCC2)NNC(=O)c1ccccc1C(=O)O	6.4%	6.0
CCOc1ccc(N2C(=O)CN=C2Nc2ccccc2Cl)cc1	4.8%	-9.9
CN(C)/C=C1\C(=O)N(c2ccc(Oc3ccccc3)cc2)CS1=O (configuration not stated)	i	6.3
COc1ccc(CCNC2=C(Cl)C(=O)N(Cc3ccccc3)C2=O)cc1OC	u	x
O=C(N/N=C/c1cccs1)c1ccc2c(c1)OCO2	4.9%	14.5
Cc1ccc(OCC(O)CN2CCN(CC(O)COc3ccc(C)cc3Cl)CC2)c(Cl)c1 (configuration not stated)	-10.9%	-1.7

# 3 compounds already listed, sorted by their value in Lipid storage S3 cell count max, descending.
SMILES,Lipid storage S3 cell count max
Cc1ccc(/C=N/N(C)C2=NS(=O)(=O)c3ccccc32)cc1,17.1
C=CCNc1nc(Nc2ccccc2F)nc(OCC)n1,-1.2
Cc1ccc(NCc2nnc(SCC(=O)Nc3ncc(C)s3)n2CC2CCCO2)c(C)c1 (configuration not stated),-18.8

# Returning to the listing, starting 3 compounds before the break.
mol	Lipid storage S3	Lipid storage S3 cell count max
COc1ccc(CCNC2=C(Cl)C(=O)N(Cc3ccccc3)C2=O)cc1OC	u	x
O=C(N/N=C/c1cccs1)c1ccc2c(c1)OCO2	4.9%	14.5
Cc1ccc(OCC(O)CN2CCN(CC(O)COc3ccc(C)cc3Cl)CC2)c(Cl)c1 (configuration not stated)	-10.9%	-1.7
CCOC(=O)Nc1ccc2nc3n(c(=O)c2c1)CCCCC3	u	x
COc1ccc(NC(=O)CCCN2C(=O)C(c3ccccc3)Oc3cccnc32)c(OC)c1 (configuration not stated)	u	x
COc1ccccc1CCNC(=O)NC1CCCCC1	-16.1%	-6.1
Nc1nonc1C(=O)N1CCCC1	u	x
COC(=O)c1c(C)[nH]c(C(=O)CSc2ccc(Cl)cc2)c1C	u	x
CC(C)(C)N1CCC1C(N)=O (configuration not stated)	u	x
Cc1ccccc1N=Nc1ccc(O)c2ncccc12	6.6%	-13.4
Cc1csc(NC(=O)CSc2nnc(-c3cccs3)n2C)n1	-4.0%	4.9
O=C(CCCN1C(=O)c2ccccc2C1=O)NCc1ccco1	-23.7%	x
C/C(=N\NC(=O)c1ccc(O)cc1)c1ccc2c(c1)Nc1ccccc1S2	u	x

# Later entries
mol	Lipid storage S3	Lipid storage S3 cell count max
COc1ccc(N2CCc3c(C)nc4c(OC)cc(OC)cc4c32)c(OC)c1	-11.5%	4.2
Cc1ccccc1-n1nc2c(c1NC(=O)c1cc3ccccc3oc1=O)CS(=O)C2 (configuration not stated)	u	x
COc1cc2c(cc1NC(=O)COCC(=O)O)oc1ccccc12	u	x
COc1ccc(CNC(=O)C(OC(=O)c2nsc(Cl)c2Cl)C(C)C)cc1 (configuration not stated)	-13.4%	-6.1
Cc1ccc(-c2cc(Cc3ccncc3)c(=O)[nH]n2)cc1	u	x
Cc1csc(NC(=O)c2c(O)c3c(n(CC(C)C)c2=O)CCCC3)n1	u	x
CN1C(=O)/C(=C\c2ccc(N(C)C)cc2)OC1=S	u	x
CCOc1ccc(N(CC(=O)Nc2nccs2)S(=O)(=O)c2c(C)[nH]c(=O)[nH]c2=O)cc1	u	x
Cc1ccc(S(=O)(=O)Nc2nc3c(s2)C(=O)CC(C)(C)C3)cc1	u	x
Cc1cc(=O)oc2cc(OCC(=O)NC3CCN(Cc4ccccc4)CC3)ccc12	i	-1.3

# Bioassay records: PubChem, National Center for Advancing Translational Sciences (NCATS)
